# AT treatment = candidate therapy for ataxia-telangiectasia. Potency, µM (highest dose often 57.5 µM), for the others: top-dose activation, hits mostly activators. actives 0.19% (n = 320,000). […] A-T fibroblasts, KAP-1 phosphorylation AlphaLISA; neocarzinostatin DNA damage 30 min before lysis. AID 485349; note: potency is the fitted concentration of half-maximal effect; % of control where 0% means no effect; nearly all actives have a fitted effect of over 45% in size
#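 hTERT-immortalized A-T patient fibroblasts ([…]), 500 cells/well in OPTI-MEM, 1% FBS, got compounds for 60 min, then NCS for 30 min at 37C. Lysates were then assayed for phospho-KAP-1 by AlphaLISA (anti-pKAP1 donor, anti-KAP1 acceptor beads), 6 hr at 25C.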
# CXXC DNA block = blocks binding of human MLL CXXC domain to DNA; actives 0.037% (n = 290,000); Potency, µM (doses to about 115 µM), inactives show top-dose activity change, negative = inhibition, actives largely listed as inhibitors; MLL-CXXC / FITC-HOXA9 DNA fluorescence polarization; AID 2662; active = well fitted inhibition curve with a large enough effect in the polarisation, with a control signal flat, not every such curve was filed as active; inconclusive = small, poorly fitted or top-dose-only effect, or effect the other way, or a change in a side signal; inactive = no such curve, though single readings can be large or run the other way; the % refers to the polarisation; note: potency is the fitted concentration of half-maximal effect
#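 Steps: dispense CXXC domain solution (7 uM) → pin compounds or unlabeled HOX-A9 DNA control → 5 min ambient → add FLSN-HOX-A9 solution (50 nM) → spin → 30 min ambient → fluorescence polarization. Tris pH 7.5/NaCl/DTT/BSA buffer.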
# TCR activator = activates T cell receptor signaling; 330,000 tested, under 10 active; Potency, µM (top dose mostly 9.22 µM), inactives show at the highest dose activation of IL-2 secretion, most hits filed as activators; primary human leukocytes, anti-CD3, IL-2 HTRF, 48 h; note: % of control where 0% means no effect
#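 HTRF read-out of IL-2 secretion: europium cryptate donor excited at 320nm, d2 acceptor emission at 665nm. Cells were primary human leukocytes incubated 48 hr with compounds and a-CD3 beads, supplying TCR signal only.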
# hERG WT inh = KCNH2 (human, wildtype) channel inhibition | Q12809 | U2OS, BacMam KCNH2, thallium flux FluxOr; active compounds read low | activity change, % at 1.84 µM | actives 0.37% (n = 340,000) | AID 720551;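 active = maximum activity change below -70%; inconclusive = maximum activity change between -70% and -50%; inactive = maximum activity change above -50%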; note: % is set by controls: 0 for no effect and ±100 for the full control effect
#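 U2OS cells transduced with wild-type KCNH2 virus are loaded with FluxOr dye for 45 min, and thallium flux is measured in kinetic reads before and after stimulation buffer. Rate constants are normalized to DMSO controls.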
# FBPA coupling cs = counter-screen for Giardia aldolase inhibitors: coupling enzyme system; AID 2472; actives 0.67% (n = 290,000); coupling enzyme system counterscreen, AmpLite Red fluorescence; activity change, negative = inhibition, % at 58.2 µM, hits read low; in the data active = activity change below about -30%; note: % is set by controls: 0 for no effect and ±100 for the full control effect
#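 Fluorescence at 525 nm excitation and 598 nm emission measured inhibition of the coupled detection system without aldolase. Compounds (at 57.5 uM final) were preincubated 10 min at room temperature with coupling enzyme reagent before a 20 min substrate/AmpLite Red step.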
# Giardia killer = Giardia lamblia killing | Giardia lamblia trophozoite viability | activity change, % at 7.66 µM, hits read low | actives 0.15% (n = 340,000) | AID 540267; in the data active = activity change below about -80%; inconclusive = between about -30% and that limit;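 note: parasites exposed to compound for two days anaerobically before the ATP read; % is set by controls: 0 for no effect and ±100 for the full control effect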
#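 Each well holds 100 Giardia trophozoites and compound. After two days (48 hrs) at 37 deg C in anaerobic conditions, ATP is quantified by luminescence.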
# GALK inhibitor = blocks human galactokinase activity; P51570; Purified GALK, Kinase-Glo residual ATP luminescence; Potency, µM (highest dose often 57.5 µM), without a hit: top-dose activity change, negative = inhibition, actives largely listed as inhibitors; actives 0.007% (n = 270,000); AID 1868; note: potency is the fitted concentration of half-maximal effect; % is set by controls: 0 for no effect and ±100 for the full control effect
# Target sequence (P51570 whole entry, looked up): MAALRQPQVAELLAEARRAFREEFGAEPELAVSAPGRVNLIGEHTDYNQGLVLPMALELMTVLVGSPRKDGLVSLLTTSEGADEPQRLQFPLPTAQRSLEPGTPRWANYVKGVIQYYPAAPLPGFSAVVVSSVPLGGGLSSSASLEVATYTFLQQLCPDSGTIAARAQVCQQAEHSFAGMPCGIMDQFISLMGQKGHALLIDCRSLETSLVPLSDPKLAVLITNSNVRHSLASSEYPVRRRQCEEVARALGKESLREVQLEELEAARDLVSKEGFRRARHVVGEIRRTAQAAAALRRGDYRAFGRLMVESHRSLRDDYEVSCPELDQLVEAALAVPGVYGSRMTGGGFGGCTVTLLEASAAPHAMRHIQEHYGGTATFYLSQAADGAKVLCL
#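 ATP-depletion format; final 35 uM ATP, 100 uM D-galactose, 5 nM enzyme; pH 8.0 HEPES/Mg2+ buffer; 60 min RT; luminescence read 10 min after detection reagent.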
# TSHR antag = human thyrotropin receptor antagonism; P16473; TSHR-expressing cells, TSH-stimulated cAMP HTRF, 2 h; active compounds read low; activity change, negative = inhibition, % at 11.5 µM; actives 0.2% (n = 330,000);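 active = activity change below a set negative limit, meaning inhibition stronger than a set level, cut at about -70% in these data; inconclusive = activity change between two set negative limits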; note: % is set by controls: 0 for no effect and ±100 for the full control effect
#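 Inhibition of cAMP made by TSHR-expressing cells under TSH stimulation (4nM final, EC80; 2 h, 37 deg C) is quantified with a one-step lysis HTRF kit, anti-cAMP cryptate versus cAMP-d2.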
# Chronic BCR inh = chronic active BCR signaling inhibition; actives 0.05% (n = 340,000); AID 493014; ABC-DLBCL IkBa-CBG/CBR reporter, luminescence ratio, 4 h; Potency, µM (highest dose often 46.1 µM), for inactives: at the highest dose ratio change, negative = lower green/red ratio, actives largely listed as inhibitors; active = well fitted inhibition curve with a large enough effect in the signal ratio, with a control signal flat, not every such curve was filed as active; inconclusive = small, poorly fitted or top-dose-only effect, or effect the other way, or a change in a side signal; the % refers to the signal ratio;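 note: potency is the fitted concentration of half-maximal effect; plate controls were basal doxycycline-induced cells for no effect and cells given 10 µM MG132 for full effect; MG132 reads +100%, hits lower the ratio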
#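 TMD8 human ABC-DLBCL cells with doxycycline-inducible IκBα–green luciferase fusion and unfused red luciferase, in 0.5% FBS medium; compounds up to 46 uM, 4 h at 37C. Green/red luminescence ratio, filter-overlap corrected, fitted to concentration-response curves.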
# Tb PFK inh = inhibitors of T. brucei phosphofructokinase; AID 485367; Potency, µM (series often up to 57.5 µM), for the others: at the highest dose activity, negative = inhibition, usual class: inhibitors; actives 0.17% (n = 330,000); O15648; T. brucei PFK, ADP-Glo luminescence;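 note: potency is the fitted concentration of half-maximal effect; 0% = uninhibited 1x PFK enzyme wells and -100% = no-enzyme wells; nearly all actives have a fitted effect of over 60% in size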
# Target sequence (O15648 whole entry, looked up): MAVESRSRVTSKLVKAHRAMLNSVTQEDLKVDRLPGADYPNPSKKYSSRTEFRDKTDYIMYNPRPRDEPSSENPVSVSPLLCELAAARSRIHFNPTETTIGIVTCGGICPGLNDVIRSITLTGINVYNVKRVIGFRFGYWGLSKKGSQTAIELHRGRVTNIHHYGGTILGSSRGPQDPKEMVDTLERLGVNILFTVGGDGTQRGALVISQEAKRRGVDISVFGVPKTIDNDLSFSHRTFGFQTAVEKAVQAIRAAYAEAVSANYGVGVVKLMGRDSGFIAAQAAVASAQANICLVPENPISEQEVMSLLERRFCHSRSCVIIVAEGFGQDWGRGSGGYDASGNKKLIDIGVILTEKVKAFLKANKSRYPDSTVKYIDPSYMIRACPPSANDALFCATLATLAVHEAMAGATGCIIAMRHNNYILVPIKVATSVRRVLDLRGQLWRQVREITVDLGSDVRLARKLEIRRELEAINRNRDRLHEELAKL
#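 In TEA buffer at pH 8.0 with 5 mM MgCl2, enzyme (1.25 nM) converted F6P (0.5 mM) and ATP (0.1 mM) for 45 min at room temperature. ADP product was read by luciferase luminescence.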
# Numbers without * were called inactive; ? = inconclusive; . = no result given; [ ] = remark or other dose. Unless noted, calls come from the whole dose curve; as a rule, active = well fitted curve in the direction sought with a large enough effect; inconclusive = small, poorly fitted or top-dose-only effect, or another doubt; inactive = no such curve, though single readings can be large; an effect the other way counts as inactive or inconclusive.
no.	Structure	AT treatment	CXXC DNA block	TCR activator	hERG WT inh	FBPA coupling cs
1	Cc1ccc(S(=O)(=O)N2CCCCC2)cc1NC(=O)COC(=O)c1ccc(=O)[nH]c1	5%	.	2%	1	.
2	CCO/C=C1/C(=O)N(Cc2ccccc2)C(=O)c2ccccc21	4%	13%	2%[46.1 µM]	-2	-44*
3	O=C(CN(C(=O)CNS(=O)(=O)c1ccc(F)cc1)c1cccc(F)c1)NCC1CCCO1 (stereo not drawn)	5%	-10%	2%	2	-1
4	Cc1ccc(C)c(NC(=S)NNC(=O)c2csc(C(C)C)c2)c1	-2%	0%	1%[46.1 µM]	-14	1
5	Cc1ccc(Cn2c(=N)c(C(=O)NCc3ccco3)cc3c(=O)n4ccccc4nc32)cc1	-3%	14%	2%[46.1 µM]	-9	-11
6	O=C(NCCN1CCOCC1)c1cc(Cl)ccc1Cl	7%	9%	-2%	-1	2
7	CC1(C)C(=O)Nc2ccccc2N1C(=O)COC(=O)c1cccc(O)c1	-4%	.	11%	-2	.
8	CCN(CC)CCNC(=O)c1ccc(NC(=O)c2cc(S(=O)(=O)N3CCCCC3)ccc2C)cc1	3%	.	1%	-2	.
9	CC(C)CN1C(=O)C(=O)N(CC(=O)N2c3ccccc3NC(=O)CC2C)C1=O (stereo not drawn)	-1%	.	8%	-7	.
10	COc1cnc(-c2ccccn2)nc1Sc1ccccc1	1%	46%[activator]	2%	-7	1
11	COc1ccc2cc3cc(C(=O)N4CC(C)CC(C)C4)oc3nc2c1 (stereo not drawn)	7%	14%	-3%	3	.
12	C#CCOCCOCCOCCNc1nc(N2CCN(C(=O)[C@H](CCC(=O)O)n3cc([C@@H](N)[C@H](C)CC)nn3)CC2)nc(N2CCN(C(=O)[C@H](CCC(=O)O)n3cc([C@@H](N)CC(N)=O)nn3)CC2)n1	16%	.	3%	-3	.

no.	Giardia killer	GALK inhibitor	TSHR antag	Chronic BCR inh	Tb PFK inh
1	15	.	14	-2%	-3%
2	-3	-3%	4	1%	2%
3	9	8%	-1	-3%	-4%
4	-18	-3%	4	?	9%
5	2	-2%	-11	?	-6%
6	-1	-5%	13	-1%	3%
7	-3	.	21	1%	-6%
8	1	.	4	5%	8%
9	-20	.	9	-3%	0%
10	27	0%	-4	?	0%
11	-21	3%	-5	-4%	2%
12	-3	.	-3	-1%	4%

# In the list so far, these have a furan ring, fused or not:
no.	Structure	AT treatment	CXXC DNA block	TCR activator	hERG WT inh	FBPA coupling cs
5	Cc1ccc(Cn2c(=N)c(C(=O)NCc3ccco3)cc3c(=O)n4ccccc4nc32)cc1	-3%	14%	2%[46.1 µM]	-9	-11
11	COc1ccc2cc3cc(C(=O)N4CC(C)CC(C)C4)oc3nc2c1 (stereo not drawn)	7%	14%	-3%	3	.

no.	Giardia killer	GALK inhibitor	TSHR antag	Chronic BCR inh	Tb PFK inh
5	2	-2%	-11	?	-6%
11	-21	3%	-5	-4%	2%

# Following part.
no.	Structure	AT treatment	CXXC DNA block	TCR activator	hERG WT inh	FBPA coupling cs
13	CCOc1ccc(C(CC(=O)O)NC(=O)Cc2ccccc2)cc1OC (stereo not drawn)	17%	25%	9%	.	-1
14	Cc1cccc(-c2cc(C(=O)Nc3ccc4c(c3)OCCO4)c3ccccc3n2)c1	-4%	13%	7%	-1	-6
15	CCOC(=S)SCc1cn2cccc(C)c2n1	5%	22%	-1%	-8	-2
16	CCN(CC(=O)NCc1ccc(F)cc1)C(=O)CN1CCN(c2cc(Cl)ccc2C)CC1	1%	0%	0%	17	0
17	Cc1cc(NC(=O)c2ccc(C)c(C)c2)no1	3%	3%	4%	0	0
18	CC(C)(C)c1[nH]ncc1[N+](=O)[O-]	4%	-6%	0%	-15	-5
19	NNC(=O)[C@H](Cc1ccccc1)NC(=O)NCCc1ccccc1	-10%	?	-1%	6	2
20	COc1cccc(OCC(=O)Nc2c3c(nn2-c2ccccc2)CS(=O)(=O)C3)c1	-20%	3%	-1%	-47	-4
21	COC(=O)c1ccc2[nH]cc(CCO)c2c1	11%	-3%	-5%	7	7
22	Cc1cc(OCCCCOc2ccc(C#N)cc2)ccc1[N+](=O)[O-]	0%	0%	-3%	-4	-1
23	O=C(NCCc1cn2ccccc2n1)c1cc(COc2c(F)cccc2F)on1	0%	-12%	2%	7	-10
24	COc1ccc(N2C(=S)N=C(Nc3ccccc3)C23CCCCC3)cc1	5%	0%	6%	0	0

no.	Giardia killer	GALK inhibitor	TSHR antag	Chronic BCR inh	Tb PFK inh
13	48[activator]	.	-2	4%	1%
14	-14	3%	-30	-5%	-1%
15	-12	4%	-2	-26%	-11%
16	-11	-1%	-3	3%	0%
17	-14	0%	-10	-2%	-2%
18	?	3%	-26	0%	3%
19	-11	5%	-3	?	2%
20	-4	5%	5	-8%	1%
21	16	.	-3	8%	-1%
22	-13	-4%	-22	?	-5%
23	3	-1%	13	?	0%
24	-19	-2%	1	6%	4%

# Continuation:
no.	Structure	AT treatment	CXXC DNA block	TCR activator	hERG WT inh	FBPA coupling cs
25	C/C(CCc1ccccc1)=N/NC(=O)C(=O)NC(C)c1ccccc1 (stereo not drawn)	0%	-6%	-8%	-5	1
26	CCN(CC)CCNc1ncnc2c1[nH]c1ccc(OC)cc12	6%	8%	.	.	-3
27	O=c1[nH]cnc2sc3c(c12)CCCC3	-7%	2%	-3%	-5	2
28	CCCOc1ccc(C(F)(F)F)cc1NC(=O)CN1C(=O)C(=O)N(CC)C1=O	9%	.	2%	-1	.
29	O=C(c1csc2ccccc12)N1CCN(c2ccc(Cl)c(Cl)c2)CC1	6%	6%	2%	-7	-1
30	O=C(Nc1cccc2ccccc12)/C(Cl)=C/c1ccccc1	21%	-19%	-2%	-8	5
31	O=S(=O)(NCCc1cn2ccccc2n1)c1ccc2c(c1)OCCO2	-3%	-3%	-2%	-16	0
32	CCc1nnc(NC(=O)Cc2ccc(OC)c(OC)c2)s1	1%	-4%	2%	-6	1
33	COc1ccc(-n2nc(C(=O)NCC(=O)NC(C)C)c3ccccc3c2=O)cc1	13%	-7%	5%	-3	2
34	CC(NC(=O)Cc1cccs1)C(c1cccs1)N1CCOCC1 (stereo not drawn)	0%	-4%	10%[46.1 µM]	-3	1
35	CCOC(=O)C(C)NC(=O)c1cn(-c2ccc(OC)cc2)c(=O)c2ccccc12 (stereo not drawn)	6%	9%	-24%	1	5
36	Cc1ccc(-c2nn(-c3ccccc3)cc2/C=C/C(=O)O)o1	-6%	-10%	-3%	.	-1

no.	Giardia killer	GALK inhibitor	TSHR antag	Chronic BCR inh	Tb PFK inh
25	-7	1%	13	-1%	-2%
26	.	0%	27	0%	2%
27	-3	0%	0	9%	-3%
28	-7	.	7	3%	-4%
29	-2	-4%	2	1%	1%
30	21	-3%	-4	?	-4%
31	4	1%	-2	?	-7%
32	7	-3%	21	-3%	-1%
33	-2	1%	0	3%	7%
34	-14	1%	-2	3%	3%
35	-3	.	16	1%	-22%
36	15	7%	-9	?	-28%

# Copied from the list.
# CCOC(=O)C(C)NC(=O)c1cn(-c2ccc(OC)cc2)c(=O)c2ccccc12 (stereo not drawn) – AT treatment = 6%
# C/C(CCc1ccccc1)=N/NC(=O)C(=O)NC(C)c1ccccc1 (stereo not drawn) – TSHR antag = 13

# Next part.
no.	Structure	AT treatment	CXXC DNA block	TCR activator	hERG WT inh	FBPA coupling cs
37	CN(C)C1(CNC(=O)C2CCC(=O)N(Cc3ccc(Cl)cc3)C2)CCCCC1 (stereo not drawn)	5%	19%	-6%	1	.
38	CC1(C)CC(=O)C=C(Nc2ccccc2NC(=O)c2cnccn2)C1	-1%	17%	-12%	18	2
39	O=C(Cc1c(F)cccc1Cl)NCC1CCCO1 (stereo not drawn)	2%	9%	1%	-1	1
40	CC(C)(C)c1ccc(C(=O)CC(=O)c2cc(Cl)ccc2O)cc1	3%	2%	-2%	8	-4
41	COc1ccc(CNC(=S)Nc2cccc(C)c2C)cc1	-3%	-2%	-3%	12	0
42	O=C(C1CCN(S(=O)(=O)N2CCOCC2)CC1)N1CCN(c2ccc(F)cc2)CC1	-1%	-1%	8%	2	2
43	Cc1cccc(OCCCC(=O)NCc2ccco2)c1	7%	-3%	-4%	23	2
44	COc1cc(/C=C(\C#N)c2nc3ccccc3[nH]2)ccc1OC(=O)c1ccco1	-6%	?	5%[46.1 µM]	4	0
45	C/C=C/C(=O)Nc1cccc(C(F)(F)F)c1	1%	6%	-5%[46.1 µM]	7	0

no.	Giardia killer	GALK inhibitor	TSHR antag	Chronic BCR inh	Tb PFK inh
37	-25	1%	21	2%	0%
38	-15	1%	-4	10%	-1%
39	27	0%	11	7%	5%
40	9	-2%	-2	15%	4%
41	20	1%	-2	2%	0%
42	1	1%	-4	-15%	-3%
43	-11	-5%	2	1%	1%
44	-4	-3%	-11	0%	0%
45	-5	-2%	-1	3%	7%
